Assay outcomes from PubChem.
GLD-1 RNA inh: GLD-1/TGE RNA complex disruptors, primary screen, biochemical, fluorescence polarization; hit rate 0.44% among 320,000; inhibition, % at 5.96 µM; Female germline-specific tumor suppressor gld-1 (Caenorhabditis elegans), Q17339; purified GLD-1 + fluorescein TGE RNA;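 active means percent inhibition above a per-plate cutoff, the plate mean of test compounds plus 3 SD, cut at about 30% in these data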;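 further: 0% = DMSO wells with GLD-1 and probe and 100% = wells lacking GLD-1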
PAD4 inh: human PAD4 inhibitors, primary screen, biochemical, fluorescence polarization, 1536-well format; recombinant PAD4, RCA probe fluorescence polarization; Protein-arginine deiminase type-4 (Homo sapiens), Q9UM07; AID 485272, 2010; hit rate 0.41% among 330,000; inhibition, % at 6.36 µM;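 active means percent inhibition above a cutoff equal to the mean of all tested compounds plus 3 SD, cut at about 15% in these data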;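 further: 0% = PAD4 with RCA probe and DMSO and 100% = probe without PAD4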
Target sequence (Q9UM07 whole entry, looked up): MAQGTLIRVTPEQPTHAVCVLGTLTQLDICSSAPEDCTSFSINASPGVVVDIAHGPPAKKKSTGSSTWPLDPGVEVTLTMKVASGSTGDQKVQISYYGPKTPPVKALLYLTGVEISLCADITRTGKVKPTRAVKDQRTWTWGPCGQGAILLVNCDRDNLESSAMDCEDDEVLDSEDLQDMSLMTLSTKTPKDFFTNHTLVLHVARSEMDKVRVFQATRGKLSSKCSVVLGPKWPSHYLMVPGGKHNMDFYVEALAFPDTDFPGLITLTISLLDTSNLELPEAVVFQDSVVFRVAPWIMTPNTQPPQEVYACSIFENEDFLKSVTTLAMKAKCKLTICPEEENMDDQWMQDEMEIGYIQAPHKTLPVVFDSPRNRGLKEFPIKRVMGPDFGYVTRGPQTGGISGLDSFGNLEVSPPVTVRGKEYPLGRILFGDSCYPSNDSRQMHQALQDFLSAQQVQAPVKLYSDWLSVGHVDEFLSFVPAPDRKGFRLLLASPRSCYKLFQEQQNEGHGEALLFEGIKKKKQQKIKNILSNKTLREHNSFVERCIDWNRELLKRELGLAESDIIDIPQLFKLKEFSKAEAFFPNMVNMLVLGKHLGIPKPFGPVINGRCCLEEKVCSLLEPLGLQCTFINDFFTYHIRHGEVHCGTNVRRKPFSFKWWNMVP
Numbers without * were called inactive.

molecule,GLD-1 RNA inh,PAD4 inh
Cc1ccc(S(=O)(=O)N2[C@@H](c3ccc(Br)cc3)C(C(=O)O)=CC[C@H]2c2cccc(Cl)c2)cc1,5,-10
CCN(C(=O)COc1ncnc2ccccc12)C1CCCCC1,-3,-2
COC(=O)C1=CO[C@@H](O[C@@H]2O[C@H](CO)[C@@H](O)[C@H](O)[C@H]2O)C2C1C=C[C@@]2(O)CO (stereo not given in full),5,3
O=C(/C=C/c1ccccc1[N+](=O)[O-])Nc1cccc(S(=O)(=O)NC2=NCCCCC2)c1,6,-7
Cc1cccc(/C=C(\C(=O)O)c2ccc(S(=O)(=O)N3CCCC3)s2)c1,6,-3
COc1cc(CC(=O)N2CCN(C(=O)C3CCCO3)CC2)cc(OC)c1OC (stereo not given),1,-1
CC(=NNC(=O)c1cccc(S(=O)(=O)N2CCOCC2)c1)c1ccccc1,2,-4
CCC/C(=C1/c2ccccc2C(=O)N1c1ccccc1)c1ccc(O[C@@H]2CCCCO2)cc1,-13,-2
COc1cc(CC(=O)OCC(=O)NCc2ccco2)cc(OC)c1OC,4,-2
CC(=O)c1ccc(NC(=O)COC(=O)CCC2CCCC2)cc1,5,-1
COc1cc(C(=O)Nc2cc(OC)c(OC)c(OC)c2)ccc1OCc1c(C)noc1C,0,-2
Cc1ccccc1S(=O)(=O)/N=C(/Nc1nc2ccccc2s1)c1ccccc1,10,-2
CN(c1ccccc1)S(=O)(=O)c1ccc(C(=O)N2CCN(c3ccccc3Cl)CC2)cc1,3,1
Cc1onc(-c2ccccc2Cl)c1C(=O)OCC(=O)N1CCCCC1,1,0
COc1ccc([C@@H]2CC=C(C(=O)O)[C@H](c3ccc(C)cc3)N2S(=O)(=O)c2ccccc2C)cc1,1,-2
CC1CCCC(NC(=O)COC(=O)[C@@H](NC(=O)c2ccccc2Cl)C(C)C)C1C (stereo not given in full),5,1
O=C(NCc1ccco1)c1cc(S(=O)(=O)NC2CC2)ccc1Br,3,4
Cc1noc(NS(=O)(=O)c2ccc(NC(=O)c3ccccc3NS(=O)(=O)c3ccc(F)cc3)cc2)c1C,3,-2
O=C(CSc1nccc(=O)[nH]1)Nc1ccc2ccccc2c1,-2,-4
O=C(C[C@H]1C/C=C\CC[C@@H](Cc2ccc(F)cc2)C(=O)OC[C@H]2CCCN2C1=O)N[C@@H](CO)Cc1ccccc1,1,0
CCCCCCSc1ccc([C@@H]2[C@@H]3C(=O)N(C)C(=O)[C@@H]3[C@]3(C(=O)OC)CCCCN23)cc1,-8,-2
CCN(C[C@H]1N[C@@](Cc2ccccc2)(C(=O)OC)[C@H]2C(=O)N(C)C(=O)[C@@H]12)C(C)=O,-1,2
N#Cc1ccc(-c2ccc(OCC(=O)NN=Cc3ccncc3)cc2)cc1,1,-5
O=C(COc1ccc(Br)cc1F)NC1CC1,-1,1
O=C(COC(=O)CSc1ccccc1)Nc1ccc(F)cc1F,-2,-2

Exported with values ahead of the structure: 5 of the compounds above
GLD-1 RNA inh	PAD4 inh	molecule
-3	-2	CCN(C(=O)COc1ncnc2ccccc12)C1CCCCC1
10	-2	Cc1ccccc1S(=O)(=O)/N=C(/Nc1nc2ccccc2s1)c1ccccc1
1	-1	COc1cc(CC(=O)N2CCN(C(=O)C3CCCO3)CC2)cc(OC)c1OC (stereo not given)
6	-7	O=C(/C=C/c1ccccc1[N+](=O)[O-])Nc1cccc(S(=O)(=O)NC2=NCCCCC2)c1
5	-1	CC(=O)c1ccc(NC(=O)COC(=O)CCC2CCCC2)cc1

By substructure, the entries above containing a furan ring, fused or not.
molecule,GLD-1 RNA inh,PAD4 inh
COc1cc(CC(=O)OCC(=O)NCc2ccco2)cc(OC)c1OC,4,-2
O=C(NCc1ccco1)c1cc(S(=O)(=O)NC2CC2)ccc1Br,3,4

Later entries.
molecule,GLD-1 RNA inh,PAD4 inh
COc1cc(/C=C2\Oc3ccc(C#Cc4ccc(O)cc4)cc3C2=O)cc(OC)c1,-8,-1
CN(CC(=O)Nc1ccc(F)c(F)c1F)C(=O)C1CCCCC1,3,-1
CCc1ccc2c(CN3CCN(S(=O)(=O)c4ccccc4F)CC3)cc(=O)oc2c1,4,0
Cn1c(N)c(C(=O)COC(=O)c2cc(S(=O)(=O)N3CCOCC3)ccc2F)c(=O)n(C)c1=O,-1,0
O=C(CNC(=O)c1cc(Cl)cc([N+](=O)[O-])c1)NC1CC1,3,-2
COc1ccc(NC(=O)CSc2ccc3c(c2)OCCO3)cc1S(N)(=O)=O,-4,4
COCCCNC(=O)c1cc(S(=O)(=O)NCCCN2CCCC2=O)ccc1Cl,4,4
O=S(=O)(Nc1ccc(F)cc1)c1ccc(S(=O)(=O)N2CCOCC2)cc1,5,-7
COc1ccc(OC)c(NC(=O)COC(=O)/C=C/c2ccco2)c1,4,1
Cc1ccc(NC(=O)CN2c3cccc4cccc(c34)S2(=O)=O)cc1,3,-7
COc1cccc(NC(=O)CN(C)C(=O)c2cc(-c3ccccc3)nn2-c2ccccc2)c1,5,-3
Cc1ccc(S(=O)(=O)NCC(=O)OCC(=O)NCc2ccco2)cc1,0,-5
CCOc1ncccc1C(=O)Nc1ccc(S(=O)(=O)Nc2cc(C)nc(C)n2)cc1,10,7
Nn1c(SCC(=O)NCc2ccc3c(c2)OCO3)nnc1C(F)(F)F,-1,-4
COc1ccc(NC(=O)Nc2cccc3c2O[C@@H](CN(C)CC2CCCCC2)[C@@H](C)CN([C@H](C)CO)C3=O)cc1,-1,-1
CCOC(=O)C1=CN2CCC[C@H]2CC1=O,3,-2
CCc1ccc(N2CC(C(=O)OCC(=O)NC3CC3)CC2=O)cc1 (stereo not given),1,-6
C=CCn1c(SCC(=O)Nc2ccc(C(=O)O)cc2)nc2scc(-c3ccccc3)c2c1=O,1,1
CC(C)CN(C(=O)CCNC(=O)c1ccc(Cl)cc1)C1CCS(=O)(=O)C1 (stereo not given),7,-8
CCN1C(=NCCc2ccc(Br)cc2)N[C@@H](c2ccccc2)[C@H](C(=O)OC)[C@H]1C,-5,-5
COc1ccc(S(=O)(=O)Nc2cccc3c2O[C@H](CN(C)S(=O)(=O)c2ccc(F)cc2)[C@H](C)CN([C@H](C)CO)C3=O)cc1,-1,0
C[C@@H]1O[C@@H](O[C@H]2[C@H](O)[C@@H](O)[C@H](Oc3c(-c4ccc(O)cc4)oc4cc(O)cc(O)c4c3=O)O[C@@H]2CO)[C@H](O)[C@H](O)[C@H]1O,2,-1
O=C(O)c1ccc(Cl)c(S(=O)(=O)Nc2ccc(S(=O)(=O)N3CCCC3)cc2)c1,3,2
C[C@H](CO)N1C[C@H](C)[C@@H](CN(C)S(=O)(=O)c2ccccc2)Oc2ccc(NS(=O)(=O)c3ccc(F)cc3)cc2C1=O,4,3
C#CCOCCOCCOCCNc1nc(N2CCOCC2)nc(N2CCN(C(=O)[C@H](CCC(=O)O)n3cc([C@@H](N)CCCCN)nn3)CC2)n1,7,-5
COc1ccc(C(=O)OCC(=O)NC2CCCCCCC2)cc1OC,2,-3
CC1(C)C[C@H](O)[C@]2(CO)[C@H](O)C[C@]3(C)C(=CCC4[C@@]5(C)CC[C@H](O)C(C)(C)C5CC[C@]43C)[C@@H]2C1 (stereo not given in full),7,0
COC(=O)c1ccccc1S(=O)(=O)NNC(=O)C12CC3CC(CC(C3)C1)C2,8,-5
COc1cc(C(=O)Nc2cc(C)ccc2C)ccc1OCc1c(C)noc1C,4,-7
CCN(CC)C(=O)c1ncn(C)c1C(=O)N(CC)CC,1,-1
Cc1ccc(S(=O)(=O)Nc2ccc3c(c2)CC(=O)N([C@H](C)CO)C[C@@H](C)[C@H](CN(C)Cc2ccc(-c4ccccc4)cc2)O3)cc1,-1,3
O=C1N[C@@H](Cc2c[nH]c3ccccc23)COC(=O)[C@H](Cc2ccc(F)cc2)C/C=C\C[C@H]1CC(=O)N(CCO)Cc1ccccc1,6,4
C=CC[C@H](CC(=O)N(CCO)Cc1ccccc1)C(=O)NC[C@H](OC(=O)[C@@H](CC=C)CC(=O)OC(C)(C)C)c1ccccc1,1,-13
COc1ccc(C(C)=O)cc1COC(=O)CCC(=O)c1cccs1,3,-1
N#Cc1ccc(NC(=O)COC(=O)c2cccnc2Cl)cc1,6,1
C=C[C@@H]1c2ccccc2N(S(=O)(=O)c2ccc(C)cc2)[C@H](c2ccc(C(=O)OC)cc2)C1(C#N)C#N,5,1
CCOC(=O)Cc1csc(NC(=O)CSc2nc(C)cc(C)n2)n1,1,4
O=C(O)c1cccc(Nc2nc3ccccc3nc2NS(=O)(=O)c2ccc(F)cc2)c1,3,-2
CCN(C(=O)COC(=O)c1ccc([N+](=O)[O-])o1)c1cccc2ccccc12,1,-16
CN1CC(=O)N(CC(=O)Nc2ccc(OCc3ccccc3)cc2)C1=O,3,-2
CC(C)N(C(=O)[C@H]1CC(CC(=O)NC(C)(C)C)C(=O)N2CCc3c([nH]c4ccccc34)[C@]12C)C(C)C (stereo not given in full),-1,-1
C=C1C[C@H](O[C@@H]2O[C@H](CO)[C@@H](O)[C@H](O)[C@H]2O)[C@@H]2[C@H](OC(=O)[C@H]2C)[C@H]2[C@H](C)[C@H](O)C[C@@H]12,1,6
CC(Sc1nnc(NC2CC2)s1)C(=O)Nc1ccc(S(N)(=O)=O)cc1 (stereo not given),1,2
Cc1ccc(NC(=O)CSc2ncn[nH]2)c([N+](=O)[O-])c1,-2,1
CC(C)c1ccc(NC(=O)COC(=O)c2nn(C)c(=O)c3ccccc23)cc1,1,0
O=S(=O)(Nc1cccc(S(=O)(=O)N2CCCCC2)c1)c1ccccc1F,3,-2
CC(=O)c1ccc(NC(=O)CN2C(=O)NC3(CCc4ccccc43)C2=O)cc1 (stereo not given),1,2
COc1ccccc1OCCC(=O)OCC(=O)Nc1ccc2c(c1)OCO2,-4,-1
CON(C)C(=O)CC(CN(Cc1ccccc1)C(=O)OC(C)(C)C)c1ccc(Cl)cc1 (stereo not given),6,2
Cn1cccc1C1CCCN1CC(=O)Nc1ccc(F)c(F)c1F (stereo not given),1,1

(further entries)
molecule,GLD-1 RNA inh,PAD4 inh
O=C(Cn1cnc2ccccc2c1=O)NNC(=O)c1ccccc1F,8,-2
CCOc1cc(C(=O)Nc2ccc(S(=O)(=O)Nc3onc(C)c3C)cc2)cc(OCC)c1OCC,2,2
Cc1noc(C)c1C(=O)OC(C)C(=O)NC(C)c1ccc(Cl)cc1Cl (stereo not given),8,-8
Cc1cc(C)cc(N(CCC#N)C(=O)CSc2nc3ccccc3c(=O)[nH]2)c1,-6,-2
C[C@H]1NC(=O)[C@@]2(C)[C@H](c3ccccc3)[C@H]3COc4ccccc4[C@@H]3N2C1=O,4,2
CC(C)CC1NC(=O)c2ccc(Cl)cc2-n2c1nc1cc(F)ccc1c2=O (stereo not given),-3,-7
C=CC[C@H](CC(=O)OC(C)(C)C)C(=O)OC[C@@H]1CCCN1C(=O)[C@@H](CC=C)CC(=O)NCCO,8,5
COc1ccc(NC(=O)c2ccc(S(=O)(=O)N3CCCCC3)cc2)cc1OC,6,0
O=C1c2cc(Br)ccc2N(Cc2ccc(Br)cc2)S(=O)(=O)C1c1cc(Cl)c(Cl)cc1[N+](=O)[O-] (stereo not given),9,-1
CCN(CC(=O)NCc1cccs1)C(=O)c1ccc(C)o1,6,1
C[C@@H]1CCCCCCCCC(=O)OCCN(C(=O)OC(C)(C)C)[C@H](C)CCCCCCCCC(=O)OCCN(C(=O)OC(C)(C)C)[C@H](C)CCCCCCCCC(=O)OCCN1C(=O)OC(C)(C)C,0,0
C[C@@H]1CN([C@@H](C)CO)C(=O)c2cccc(NS(=O)(=O)c3ccc(F)cc3)c2O[C@H]1CN(C)C(=O)NC1CCCCC1,4,3
CCOc1ccccc1Nc1nnc(SCC(=O)NC2CCS(=O)(=O)C2)s1 (stereo not given),4,0
COc1ccc(S(=O)(=O)Nc2ccc3c(c2)C(=O)N([C@H](C)CO)C[C@H](C)[C@@H](CN(C)S(=O)(=O)c2cccs2)O3)cc1,-2,-1
O=C(OCC(=O)c1ccc[nH]1)c1ccc(Cl)c(Cl)c1,4,-5
CCOc1ccccc1C(=O)NC(C(=O)NCCc1ccccn1)C(C)C (stereo not given),4,0
NC(=O)C1CCN(c2nc(-c3ccc4c(c3)OCCO4)cs2)CC1,8,-3
CC1CCCCC12NC(=O)N(CC(=O)Nc1ccc(OC(F)F)cc1)C2=O (stereo not given),3,-2
CC(C)NC(=O)Nc1cccc2c1O[C@H](CN(C)C(=O)NC1CCCCC1)[C@@H](C)CN([C@H](C)CO)C2=O,1,3
O=C1NC[C@@H](c2ccccc2)OC(=O)[C@H](Cc2ccc(F)cc2)CC/C=C/C[C@H]1CC(=O)N(CCO)Cc1ccccc1,3,0
CCC(C)Sc1ccc(-c2nc3cc(C)ccn3c2NC2CCCCC2)cc1 (stereo not given),-25,-19
O=C(COC(=O)c1ccc(Br)c(S(=O)(=O)N2CCOCC2)c1)NCCc1ccccc1,7,1
COc1ccc(Cl)cc1-c1nc(SCC(=O)NC2CCCC2)n[nH]1,4,2
O=C(CN1C(=O)NC2(CCCCC2)C1=O)NCCc1ccc(Cl)cc1Cl,-1,-1
COc1cccc(NC(=O)CN(C)C(C)C(=O)N2CCCCC2)c1 (stereo not given),0,-2

Not all compounds are listed. The share of hits here may be higher or lower than overall.
